Compound activity deposited in PubChem by several laboratories.
MLLE-PAM2 inh: inhibitors of PABP1 MLLE–PAM2 peptide binding, primary screen, biochemical, fluorescence polarization, FITC-PAM2, GST-MLLE. Polyadenylate-binding protein 1 (Homo sapiens), P11940. 360,000 compounds, 0.36% hits. inhibition, % at 20 µM; in the data active means inhibition above about 35%, passing the limit was not always enough;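 further: plate controls were DMSO wells with GST-MLLE for no effect and wells lacking GST-MLLE protein for full effect; some results filed as inactive read as strong as hits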
FAS-TE inh: FAS thioesterase domain inhibitors, primary screen, biochemical, fluorescence intensity, uHTS. Fatty acid synthase (Homo sapiens), P49327. inhibition, % at 15 µM. recombinant FAS-TE, OMFH fluorogenic substrate, fluorescence endpoint. 360,000 compounds, 0.67% hits. AID 602261, 2012;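 active means compounds whose normalised, plate-corrected inhibition of enzyme fluorescence in the single-dose primary screen is 50% or more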;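 further: 0% = DMSO with enzyme and 100% = substrate without enzyme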
CendR NRP1 mod: modulators of CendR peptide binding to NRP-1, primary screen, biochemical, fluorescence polarization, uHTS. inhibition, % at 25 µM. 360,000 compounds, 0.85% hits. FAM-RPARPAR peptide binding to NRP-1. Neuropilin-1 (Homo sapiens), O14786. AID 602438, 2012;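 active means inhibition or corrected inhibition above about 18%, plus a signal ratio from 0.5 to 1.5, limit read from the data, passing the limit was not always enough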; further: strong numbers were not always called active
SKN-1 inh: suppressors of acrylamide-induced Pgst-4::GFP reporter in worms, primary screen, SKN-1 inhibitor project, whole organism, uHTS, GFP/RFP fluorescence ratio, strain VP596 | 360,000 compounds, 0.49% hits | C. elegans VP596 Pgst-4::GFP/RFP ratio, 24 h | AID 624304, 2012 | inhibition, % at 21.8 µM;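 active means interference check ratio from 0.5 to 1.5 plus GFP to RFP signal ratio inhibition reaching or exceeding a fixed threshold, cut at about 30% in these data, passing the limit was not always enough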; further: some compounds called inactive have numbers as strong as hits
eLon inh: inhibitors of E. coli Lon protease, primary screen, biochemical, fluorescence polarization; P0A9M0; purified E. coli Lon protease; inhibition, % at 7.94 µM; 360,000 compounds, 0.42% hits; AID 602123, 2011; in the data active means inhibition above about 13%, passing the limit was not always enough;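 further: 0% = enzyme with probe and DMSO and 100% = no enzyme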
MsrA inhibitor: bovine MsrA enzyme inhibitors, primary screen, biochemical, absorbance, HTS. purified bovine MsrA, absorbance read-out. 360,000 compounds, 0.75% hits. AID 651718, 2012. Methionine sulfoxide reductase A (Bos taurus). inhibition, % at 15.5 µM; in the data active means inhibition above about 4.5%;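 further: 0% = vehicle wells with enzyme and 100% = reference inhibitor wells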
TbMetRS inhib: T. brucei MetRS inhibitors, primary screen, biochemical, luminescence; purified T. brucei MetRS, ATP depletion, Kinase-Glo luminescence; inhibition, % at 11.9 µM; 360,000 compounds, 0.4% hits;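 active means inhibition above a per-plate cutoff of the control wells' mean inhibition plus 3 SD, cut at about 5.5% in these data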;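 further: 0% = DMSO wells median and 100% = median of wells with control inhibitor compound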
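Test system – parasite MetRS enzyme · Reagent – substrates ATP, L-methionine and bulk Escherichia coli tRNA · Doses – 11.9 µM compound single dose, 0.9% DMSO · Times – 15 min enzyme-compound preincubation, 2 h reaction, 10 min detection, 25 °C · Signal – Kinase-Glo luminescence, ATP depletion format · Controls – DMSO-only wells as low control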
bovine MsrA act: bovine MsrA enzyme activators, primary screen, biochemical, absorbance, HTS | Methionine sulfoxide reductase A (Bos taurus) | purified bovine MsrA, absorbance read-out | activation, % at 10.6 µM | 360,000 compounds, 0.3% hits | AID 602163, 2012; in the data active means activation above about 7.5%;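 further: 0% = vehicle and 100% = reference activator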
MT1-MMP act inh: blockers of MT1-MMP proenzyme processing, primary screen, HT1080 RFP-PRO-GFP cells, GFP/RFP fluorescence; AID 651647, 2012; 360,000 compounds, 0.061% hits; GFP/RFP ratio fluorescence, overnight; percent of plate control window, DMSO zero; GFP/RFP ratio change, % at 20 µM;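 active means GFP/RFP ratio change of at least 30% with cell ATP level not reduced by more than half and red fluorescence within 50% of control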; further: strong numbers were not always called active
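Assay system: RFP-PRO-GFP reporter HT1080 cells; read-out basis: GFP/RFP fluorescence ratio; benchmarks: DMSO wells and RFP-L50D-GFP cells; doses: 20 µM single dose, 1% DMSO; schedule: overnight cell settling, then overnight compound exposure, 37 °C, 5% CO2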
An asterisk follows results filed as active. Rows were taken by chance (roughly 4% active in at least one column).

SMILES,MLLE-PAM2 inh,FAS-TE inh,CendR NRP1 mod,SKN-1 inh,eLon inh,MsrA inhibitor,TbMetRS inhib,bovine MsrA act,MT1-MMP act inh
Cn1c(=O)[nH]c(=O)c2c1nc(N1CCN(Cc3ccccc3)CC1)n2CCCc1ccccc1,3,-10,-7,5,-10,1.5,-0.8,-2,0
O=C(Nc1ccccc1C(=O)NCCN1CCOCC1)c1cccc([N+](=O)[O-])c1,8,5,8,5,5,-0.5,-0.6,-3,2
CCCCC(=O)NC(=S)NNC(=O)CCc1ccccc1,11,-4,1,5,2,-1.2,0.3,2,6
c1ccc(OCCCn2nnc(-c3ccncc3)n2)cc1,5,-5,1,8,-2,-1.0,0.1,1,-2
S=C(NCc1ccco1)Nc1ccc(Cl)cn1,-32,4,-2,-2,0,-1.2,-0.7,-3,-5
CC1CN(C(=O)COC(=O)c2ccc(C#N)cc2)CC(C)O1 (stereo not given),-10,-3,7,10,-4,0.6,0.1,-3,-1
Fc1ccc(-c2nc3c4ccccc4ccn3c2Cc2cccc(Cl)c2)cc1,-7,10,-27,27,-22,0.8,0.0,-1,-8
COc1ccc(S(=O)(=O)N2CCN(C(=O)CCC3CCCC3)CC2)cc1,19,8,15,-17,-3,-1.6,-0.2,-1,-1
CC(C)OC(=O)C1CC(C)(O)C(=O)C(C(=O)OC(C)C)C1c1ccc([N+](=O)[O-])cc1 (stereo not given),-10,1,1,-1,-6,0.1,-0.3,-1,-2
CC(=O)c1sc(NC(=O)C2CCN(C(=O)c3ccc(F)cc3)CC2)nc1-c1ccccc1,-31,1,6,9,-5,0.1,-0.1,-2,2
CCCNC(=O)C1(C)CCCN(C(=O)c2ccc3c(c2)CCO3)C1 (stereo not given),-1,-6,-13,6,-12,1.0,0.0,-1,3
COc1ccccc1N1CCN(CC(O)c2ccc3cc[nH]c3c2)CC1 (stereo not given),-20,-2,-4,5,-10,0.4,-0.9,-8,2
CCN(CC)CCNC(=S)Nc1ccc2nc(N3CCOCC3)cc(C)c2c1,4,-6,1,16,-1,1.8,-1.4,0,12
CCOc1cccc2cc(C(=O)Nc3nccs3)c(=O)oc12,-3,-7,-2,-11,-16,-1.6,-1.0,-2,-1
CN(C)CCCOC(=O)CCc1ccccc1,8,-4,3,7,-12,-0.6,-0.1,-4,6
COc1ccc(C(=O)Nc2cccc(NC(C)=O)c2)cc1OC,8,-14,-2,-14,-5,-0.7,-0.9,-8,5
OCCC1CN(Cc2ccc3cc(Cl)ccc3n2)CCN1Cc1ccsc1 (stereo not given),-10,-2,-10,-13,4,0.2,0.3,-4,-4
CCOC(=O)c1cnn(-c2nc3c(C)cccc3s2)c1C(F)(F)F,1,20,2,2,-2,-0.8,-1.3,-2,-6
O=C(CNC(=O)c1ccc(Br)o1)NC12CC3CC(CC(C3)C1)C2,3,-3,-6,-14,1,-0.8,-1.0,-12,4
Cc1ccnc(NS(=O)(=O)c2ccc(N=CC3=C(O)CC(C)(C)CC3=O)cc2)n1,-3,-10,5,-9,-18,1.7,-0.9,-3,-9
CC(C)=NNc1nc2c(c(=O)n(C)c(=O)n2C)n1CCc1ccccc1,4,-7,15,4,-12,0.1,-0.5,-5,4
O=C(O)CCCCCNC(=O)c1ccccc1,3,-5,5,-4,2,0.0,-0.4,-1,-2
CCS(=O)(=O)NCc1csc(C)n1,12,-2,4,-6,3,0.7,-0.5,-2,5
O=C(C[C@@H]1C/C=C\C[C@@H](NC(=O)OCC2c3ccccc3-c3ccccc32)C(=O)OC[C@@H](Cc2ccccc2)NC1=O)NCCO,-22,-2,-2,-6,-1,0.5,-0.5,-2,-1
CCOC(Cn1c(CCCO)nc2ccccc21)OCC,-6,-12,11,5,2,0.1,-1.4,-6,5
O=C1CSC(c2ccccc2)N1CC12CC3CC(CC(O)(C3)C1)C2 (stereo not given),8,-3,-17,-46,5,-0.2,-2.6,-6,4
CCOC(=O)/C(C#N)=C/c1cc2ccccc2nc1N1CCOCC1,-38,-10,-21,9,3,0.5,0.0,-1,0
COCCN(CCOC)c1nc(-c2ccc(C)cc2)nc2ccccc12,4,22,-6,8,-21,1.6,-1.3,-1,-4
COc1ccc(CCN(Cc2nc3ccccc3c(=O)[nH]2)C(=O)c2ccco2)cc1,0,-7,2,-10,-5,-0.9,0.6,-12,0
CCC(C)NS(=O)(=O)c1cc2c3c(c1)CCN3C(=O)CC2 (stereo not given),-3,-4,2,3,-6,0.7,-0.8,-1,-4
O=C(CSc1nnc2ccccn12)Nc1ccc(S(=O)(=O)N2CCOCC2)cc1,9,-2,-7,2,3,-1.1,0.5,-2,-2
CCn1cc(C(=O)N2CCc3ccccc32)c(=O)c2cc(S(=O)(=O)N3CCOCC3)ccc21,6,-7,-19,-2,1,2.2,0.2,-5,-1
Cc1ccc(NS(=O)(=O)c2ccc3c(c2)C(=O)c2ccccc2C3=O)c(C)c1,-14,34,0,1,-5,10*,0.0,12*,7
CC(C)(Cc1ccccc1)/[N+]([O-])=C\c1ccccc1,-12,-7,2,2,-5,-0.6,-0.1,0,-3
Cc1ccccc1SC1CCN(C(=O)C2CCC(=O)N(C3CC3)C2)CC1 (stereo not given),16,-4,1,2,-8,-0.3,0.1,3,3
O=C1c2[nH]nc(-c3ccccc3O)c2C(c2cccc(Cl)c2)N1CC1CCCO1 (stereo not given),-5,-59,-4,-4,3,0.5,-0.7,-1,-2
Cc1ccc(-c2nn(-c3ccccc3)cc2/C=C(\C#N)C(=O)NCc2ccccc2)cc1,-7,2,-12,1,4,0.4,-0.7,-5,-2
CCSC(=S)Nc1c(C)n(C)n(-c2ccccc2)c1=O,16,-4,12,-2,4,3.0,0.4,0,-13
Cc1ccc(C)c(NC(=S)N2CCN(Cc3ccccc3)CC2)c1,-82,-4,10,-3,1,-0.8,-2.0,-11,-3
COc1cc(CCC(=O)N2CCN(c3cccc(C)c3C)CC2)cc(OC)c1OC,-56,-2,-4,-4,3,-0.7,-0.6,1,8
C=CCn1c(SCC(=O)NC2CCCCC2)nnc1-c1ccccn1,-16,-4,14,4,8,0.6,-0.2,-3,-2
Cc1[nH]c(C)c(S(=O)(=O)Nc2ccc(F)cc2Cl)c1C(=O)N1CCCC1,-10,-6,3,-2,-16,0.0,3.3,0,5
Cc1ccc2nc(SCC(=O)Nc3ccccc3F)nc(=O)n2c1,-9,-4,-2,6,-3,2.4,-0.3,-2,4
O=S(=O)(c1cccc2nonc12)N1CCN(c2ccccc2F)CC1,6,13,15,-3,-9,-0.3,-0.4,-2,1
O=S(=O)(Nc1cnc2ccccc2c1)N1CCCCCC1,-4,-6,-7,1,-11,-0.4,-0.6,-3,1
COc1cc(OC)cc(C(=O)NC(C)c2cnn(-c3ccccc3C)c2C)c1 (stereo not given),9,-2,-9,-7,3,-0.4,0.0,-1,-2
COCc1ccc(C(=O)N2CCCC(C(=O)c3ccc(SC)cc3)C2)o1 (stereo not given),3,-2,-1,-15,11,0.9,-0.7,-7,-1
CCn1c(/C=C2\C(=O)N(C(C)C)c3ccccc32)nc2ccccc2c1=O,-6,4,-12,1,1,1.4,0.5,-3,-2
C/C(=N\OCc1nc2ccccc2c(=O)n1/N=C/c1cc([N+](=O)[O-])ccc1O)c1ccccc1,-30,15,-16,-8,-7,2.6,-0.3,-5,0
O=[N+]([O-])c1ccc(/C([O-])=C(/C(=S)NCc2ccco2)[n+]2ccccc2)cc1,-46,-5,3,4,0,0.2,-0.2,-4,1
C=CCOc1ccc(/C=C(\C#N)C(=O)Nc2ccccn2)cc1,7,0,-4,-4,7,0.4,-0.5,-8,-1
CC(C)Cc1nnc(NC(=O)C23CC4CC(CC(C4)C2)C3)s1,0,1,1,8,0,0.8,-0.1,-1,-5
CC1(C(=O)NS(=O)(=O)c2cccc(C#N)c2)CCN1C(=O)Cc1ccc(-c2ccccc2)cc1 (stereo not given),-6,-3,-16,24,-12,-1.3,-0.1,-4,-3

Entries shown so far that have a halogen, in the order listed:
SMILES,MLLE-PAM2 inh,FAS-TE inh,CendR NRP1 mod,SKN-1 inh,eLon inh,MsrA inhibitor,TbMetRS inhib,bovine MsrA act,MT1-MMP act inh
S=C(NCc1ccco1)Nc1ccc(Cl)cn1,-32,4,-2,-2,0,-1.2,-0.7,-3,-5
Fc1ccc(-c2nc3c4ccccc4ccn3c2Cc2cccc(Cl)c2)cc1,-7,10,-27,27,-22,0.8,0.0,-1,-8
CC(=O)c1sc(NC(=O)C2CCN(C(=O)c3ccc(F)cc3)CC2)nc1-c1ccccc1,-31,1,6,9,-5,0.1,-0.1,-2,2
OCCC1CN(Cc2ccc3cc(Cl)ccc3n2)CCN1Cc1ccsc1 (stereo not given),-10,-2,-10,-13,4,0.2,0.3,-4,-4
CCOC(=O)c1cnn(-c2nc3c(C)cccc3s2)c1C(F)(F)F,1,20,2,2,-2,-0.8,-1.3,-2,-6
O=C(CNC(=O)c1ccc(Br)o1)NC12CC3CC(CC(C3)C1)C2,3,-3,-6,-14,1,-0.8,-1.0,-12,4
O=C1c2[nH]nc(-c3ccccc3O)c2C(c2cccc(Cl)c2)N1CC1CCCO1 (stereo not given),-5,-59,-4,-4,3,0.5,-0.7,-1,-2
Cc1[nH]c(C)c(S(=O)(=O)Nc2ccc(F)cc2Cl)c1C(=O)N1CCCC1,-10,-6,3,-2,-16,0.0,3.3,0,5
Cc1ccc2nc(SCC(=O)Nc3ccccc3F)nc(=O)n2c1,-9,-4,-2,6,-3,2.4,-0.3,-2,4
O=S(=O)(c1cccc2nonc12)N1CCN(c2ccccc2F)CC1,6,13,15,-3,-9,-0.3,-0.4,-2,1
